# NCI-60 one-dose screen, 48 h, at 10 µM unless noted. Numbers give growth in % (100 = growth as untreated, 0 = no growth, -100 = all killed).
# HL-60(TB) – HL-60(TB) leukemia cells. AID 1794776. hit rate 9% among 78,000; active = growth percent below 10
# * = called active by the depositor; & = joins results of further samples; [ ] = remark or other dose.
SMILES,HL-60(TB)
NC(=O)c1c(NC(=O)c2ccc3c(c2)OCO3)sc2c1CCC(=O)C2,-58*
O=C(COc1ccc(-c2cc3ccccc3[nH]2)cc1)N1CCCC1,100
Cc1cc(C)cc(C(=O)N2CCCCC2)c1,82
CCN(CC)c1ccccc1,96
c1ccc(N=PNc2ccccc2)cc1 (stereo unspecified),95
COc1cc(N)c2ncccc2c1,69
Clc1ccc(CC2CCCCN2)cc1 (stereo unspecified),87
CCOC(=O)c1c(C)nc(Nc2nc3ccccc3o2)nc1-c1ccc(Cl)cc1Cl,96
COc1cc2c(O[C@@H]3OC[C@H](OC(C)=O)[C@H](OC(C)=O)[C@H]3O)c3c(c(-c4ccc5c(c4)OCO5)c2cc1OC)C(=O)OC3,26
N#Cc1c(-c2ccccn2)[nH]c(=S)[nH]c1=O,95
COc1cc(COC(=O)CCCCC[P+](c2ccccc2)(c2ccccc2)c2ccccc2)c(OC)c2c1OCO2,-9.8*
CC1([C@H]2CC[C@H]3[C@@H]4CC[C@@H]5CC6(CC[C@]5(C)[C@H]4C(=O)C[C@]23C)OCCO6)OCCO1,129
O=S(=O)(Cc1ccccc1)c1ccccc1,96
CCN(CC)C(=S)Sc1cc2c(cc1Cl)C(=O)c1ccccc1C2=O,97
Cc1c(-c2csc(N/N=C/c3cccc(Br)c3)n2)nnn1-c1ccc([N+](=O)[O-])cc1,95
O=C(O)Cn1nnnc1COc1ccc(Cl)cc1,107
COC(=O)c1cncc(C(=O)Nc2ccc(-n3cnc4ccccc43)cc2)c1,94
CC(=O)c1c(N)c(C#N)cn1Cc1ccc(Cl)cc1Cl,105
O=Cc1cccc(OCc2cn(CC(=O)Nc3nc4ccccc4s3)nn2)c1,98
COc1ccc(-c2nc(SCCCCCC(=O)NO)[nH]c(=O)c2C#N)cc1,99

# Structures above with nitrogen in an aromatic ring (10):
SMILES,HL-60(TB)
O=C(COc1ccc(-c2cc3ccccc3[nH]2)cc1)N1CCCC1,100
COc1cc(N)c2ncccc2c1,69
CCOC(=O)c1c(C)nc(Nc2nc3ccccc3o2)nc1-c1ccc(Cl)cc1Cl,96
N#Cc1c(-c2ccccn2)[nH]c(=S)[nH]c1=O,95
Cc1c(-c2csc(N/N=C/c3cccc(Br)c3)n2)nnn1-c1ccc([N+](=O)[O-])cc1,95
O=C(O)Cn1nnnc1COc1ccc(Cl)cc1,107
COC(=O)c1cncc(C(=O)Nc2ccc(-n3cnc4ccccc43)cc2)c1,94
CC(=O)c1c(N)c(C#N)cn1Cc1ccc(Cl)cc1Cl,105
O=Cc1cccc(OCc2cn(CC(=O)Nc3nc4ccccc4s3)nn2)c1,98
COc1ccc(-c2nc(SCCCCCC(=O)NO)[nH]c(=O)c2C#N)cc1,99

# More results
SMILES,HL-60(TB)
O=C(c1ccccc1)c1ccc(Cl)c(Cl)c1,105
Oc1ccc(Br)cc1Br,96
COc1cc(-c2nc3ccc(C)cc3[nH]2)ccc1OCC(=O)N=Nc1c(O)[nH]c2ccc(Cl)cc12,-56*
COc1cc(-c2ccc(NC(=O)N3CC3C)c(OC)c2)ccc1NC(=O)N1CC1C (stereo unspecified),92
O=C1C(c2nnc(-c3ccccc3)n2-c2ccc([N+](=O)[O-])cc2[N+](=O)[O-])=C(O)c2ccccc21,86
CCc1ccc(Nc2ncnc3c2c(C)nn3-c2ccc(Cl)cc2)cc1,95
O=C(OC1CCCC1)c1ccccc1Cl,99
COc1cc(C2C(C(=O)c3cccs3)=C(O)C(=O)N2CCN2CCOCC2)cc(OC)c1OC (stereo unspecified),120
Cc1ccn2c(C(=O)c3ccc(Br)cc3)cc(-c3cc(-c4ccc(N(C)C)cc4)c(C#N)c(N)n3)c2c1,90
O=C(CSc1nnc(Cc2ccccc2Nc2c(Cl)cccc2Cl)n1-c1ccccc1)N1N=C(c2ccc3ccccc3c2)CC1c1ccc(Cl)cc1 (stereo unspecified),98
C=C(C)[C@@H]1CC[C@]2(C(=O)NCCN(CCNC(=O)C(Cl)Cl)CCNC(=O)C(Cl)Cl)CC[C@]3(C)[C@H](CC[C@@H]4[C@@]5(C)CC[C@H](OC(C)=O)C(C)(C)[C@@H]5CC[C@]43C)[C@@H]12,30
COc1cc(NC(=O)C#Cc2ccccc2)c(OC)cc1Cl,43
O=C(Nc1ccc(O)cc1)OCc1ccccc1,46
Cc1ccc(S(=O)(=O)Nc2ccc(Cl)cc2)cc1,119
COc1ccc(-c2cn(C(=O)c3ccc(C(F)(F)F)cc3)nc2N)cc1,85
COc1ccc(-c2cc(-c3ccc(OC)cc3)cc(-c3ccc(OC)cc3)c2)cc1,101
CCCC1(C(OC)OC)NC(=O)N(C)C1=O (stereo unspecified),101
C=CCc1cc2c(cc1OCC)OCO2,98
N#Cc1c2c(nn(-c3cccc(Cl)c3)c1=O)C(O)=C([N+](=O)[O-])C(c1ccccc1Cl)C2 (stereo unspecified),108
CCOC(=O)c1nn(C2CCCCO2)c2ccc(NC(=O)CSc3nc(C)cc(=O)[nH]3)cc12 (stereo unspecified),89

# An excerpt of these results, field by field:
COc1ccc(-c2cn(C(=O)c3ccc(C(F)(F)F)cc3)nc2N)cc1
  HL-60(TB): 85
Cc1ccc(S(=O)(=O)Nc2ccc(Cl)cc2)cc1
  HL-60(TB): 119

# The listing continues.
SMILES,HL-60(TB)
O=C(Nc1ccc(Cl)cc1)Oc1c(Cl)c(Cl)c(Cl)c(Cl)c1Cl,99
COc1cccc(-c2cc(=O)c3cc(Cl)cc(NCCO)c3o2)c1N,98
Cc1ccccc1P(=O)(c1ccccc1)c1ccccc1C,107&90
O=C(N/N=C/c1ccc(-c2ccc(O)cc2)o1)c1[nH]c2ccc(Br)cc2c1-c1ccccc1,-21*
CN1CCN(C(=O)Oc2cc3c(c4ccccc24)[C@H](CCl)CN3C(=O)c2cc3cc(OCCCN4CCC4)ccc3[nH]2)[C@@H]2CSSC[C@H]21,-26*
O=C1N(Cc2cccc(C(F)(F)F)c2)c2ccccc2S(=O)(=O)N1c1cccnc1Cl,106
COc1cc([C@@H]2c3c(c4ccccc4[nH]c3=O)C(=O)N3CCC[C@@H]23)cc(OC)c1O,102
CCCc1cc(=O)[nH]c(-n2[nH]c(=O)cc2N)n1,94
Cc1nn(-c2ccccc2)c2nc3c(c(-c4ccc(Cl)cc4)c12)CNC(c1ccc2c(c1)OCO2)N3 (stereo unspecified),47
CC(=O)c1cccc(S(=O)(=O)F)c1,103

# Taken from above.
# Reading for `CN1CCN(C(=O)Oc2cc3c(c4ccccc24)[C@H](CCl)CN3C(=O)c2cc3cc(OCCCN4CCC4)ccc3[nH]2)[C@@H]2CSSC[C@H]21` under HL-60(TB): -26*
# Reading for `Cc1nn(-c2ccccc2)c2nc3c(c(-c4ccc(Cl)cc4)c12)CNC(c1ccc2c(c1)OCO2)N3` (stereo unspecified) under HL-60(TB): 47
# Reading for `CC(=O)c1cccc(S(=O)(=O)F)c1` under HL-60(TB): 103
# Reading for `COc1cccc(-c2cc(=O)c3cc(Cl)cc(NCCO)c3o2)c1N` under HL-60(TB): 98
# Reading for `O=C(N/N=C/c1ccc(-c2ccc(O)cc2)o1)c1[nH]c2ccc(Br)cc2c1-c1ccccc1` under HL-60(TB): -21*
# Reading for `O=C(Nc1ccc(Cl)cc1)Oc1c(Cl)c(Cl)c(Cl)c(Cl)c1Cl` under HL-60(TB): 99

# (further entries)
SMILES,HL-60(TB)
O=C1CCSC2=C1SCc1sccc12,100
COc1ccc2c(c1)c(-c1nc(-c3c[nH]c4ncccc34)cs1)cn2CCCCN1CCOCC1,7.7*
COc1ccc(S(=O)(=O)n2cc(C3OC(c4cc(OC)c(OC)c(OC)c4)=NN3C(C)=O)c3ccccc32)cc1 (stereo unspecified),57
COc1ccccc1Nc1nnc(-c2ccc(O)cc2)o1,63
OC(c1ccc(Cl)cc1)(c1ccc(Cl)cc1)C(F)(F)Cl,85
CC(=O)c1ccc(C)o1,109
Cc1cccc(N2CCN(C(C)C#N)CC2)c1 (stereo unspecified),94
CS(=O)CCCCCN=C=S (stereo unspecified),-34*
Cc1nc2ccc(Br)cn2c1-c1nnc(SCc2cc(F)ccc2F)o1,119
O=c1[nH]c(=O)n2ncnc2[nH]1,95
Cc1cccc(CC(=O)c2ccccc2)n1,87
O=C1c2cc([N+](=O)[O-])ccc2-c2cc(Br)c(N=C(NO)C(F)(F)F)cc21,88
Cc1ccc2c(c1)C(C)CC2(C)C (stereo unspecified),96
CCCCSc1nc2sc3c(c2c(=O)n1-c1ccccc1)CCCCC3,100
CC(C)OP(=O)(OC(C)C)c1ncc(-c2ccc(C(F)(F)F)cc2)c(NC2CCCCCC2)n1,-44*[33.3 µM]
COc1cc(C2=NNC(c3ccc(Oc4ccc(Cl)cc4)cc3)C2)cc(OC)c1OC (stereo unspecified),91
Nc1ccc(Cl)c(C(=O)O)c1,97
CSCCC(NC(=O)C(Cc1ccc(O)cc1)NC(=O)CCCc1cccs1)C(=O)NCC(=O)O (stereo unspecified),108
COc1cc(C(=O)Nc2nc3c(cc4c5c(cccc53)CC4)s2)cc(OC)c1OC,85
O=C1c2cc3c(cc2-c2c1c1ccc(F)cc1c(=O)n2CCCNCCO)OCO3,-58*
CCOc1ccc(/C=C2\NC(=S)NC2=O)cc1,186
C=CCOC(=O)C1=C(C)NC2=C(C(=O)CC(C)(C)C2)C1c1ccc(C)cc1 (stereo unspecified),82
CCOC(=O)/C(C#N)=N/Nc1cccc2c1C(=O)c1ccccc1C2=O,88
COC(=O)[C@@H](C)CNS(=O)(=O)N(c1cc(C(F)(F)F)cc(C(F)(F)F)c1)C1CCN(Cc2ccc(F)cc2)CC1,31
CCN1CCN(CC(=O)Nc2nc3ccc(NCc4ccccc4)cc3s2)CC1,105
CC(OCc1ccccc1)[C@@H]1N=C(c2ccc(Br)cc2)Nc2nc3ccccn3c2C1=O (stereo partly specified),106
COc1cc(CN/C=C2\C[C@@H](C(=O)NCc3ccc(Cl)cc3Cl)NC2=O)cc(OC)c1OC,105
CCOC(=O)C1=NN(c2ccccc2)C(=O)C1N=Nc1ccc(-c2ccc(N=NC3C(=O)N(c4ccccc4)N=C3C(=O)OCC)c(Cl)c2)cc1Cl (stereo unspecified),72
O=C(O)c1ccc(-n2cc(C(=O)O)c(-c3ccc(O)cc3)n2)cc1,98
CC1(C)CC[C@]2(C(=O)Nc3ccccn3)CC[C@]3(C)C(=CC[C@@H]4[C@@]5(C)C/C(=C/c6ccco6)C(=O)C(C)(C)[C@@H]5CC[C@]43C)[C@H]2C1,54
O=C(Nc1cc([N+](=O)[O-])ccc1O)c1ccc(C(=O)Nc2cc([N+](=O)[O-])ccc2O)cc1,66
C[C@]1(CO)O[C@@H](n2cc(F)c(N)nc2=O)C[C@@H]1OCc1ccccc1,99
CC(C)CS(=O)(=O)C(c1ccccc1)c1ccccc1,129
COc1ccc(S(=O)(=O)NCCCNc2cc(-c3cn(-c4ccccc4)nc3-c3cccc(OC)c3)ccn2)cc1,35
Cc1ccc(C[As+](c2ccccc2)(c2ccccc2)c2ccccc2)cc1,-27*
COC(=O)[C@@H]1CSCN1C(=O)C1=C(C)NC(=S)NC1c1ccc(O)c(OC)c1 (stereo partly specified),57
CCCCCNN,95
O=c1nc(-c2ccccc2)cc(-c2cc3ccccc3nc2Cl)[nH]1,-35*
Cc1c(C)c(C)c(CN2CCCC2)c(C)c1C,101
CCN(CC)CCCC(Nc1c2ccc(Cl)cc2nc2ccc(OC)cc12)c1ccncc1 (stereo unspecified),101
C/C(=N\Nc1nc(-c2ccc(Cl)cc2)cs1)c1nnn(-c2ccc(C(=O)O)cc2)c1C,106
C[N+](C)(C)Cc1cc(Cl)ccc1O,87
Cc1[nH]cnc1CNc1ccc2ncc(C#N)c(Nc3ccc(F)c(Cl)c3)c2c1,80
O=C1c2ccccc2C(=O)c2c1ccc1c(=O)[nH]nnc21,99
CC(=O)c1ccc(NC(=O)COc2ccc(C3SCC(=O)N3c3ccc(F)cc3)cc2)cc1 (stereo unspecified),98
c1ccc(CC(Cc2ccccc2)c2ccccn2)cc1,100
C/C(=N\NC(=O)Cn1c2ccccc2c2ccncc21)c1ccccn1,67
S=C1N[C@@H]2[C@H](N1)N(c1ccccc1)C(=S)N2c1ccccc1,96
CCN1C(=O)N(CC)C2Nn3c(s/c(=C4\C(=O)N(CC(C)C)c5ccccc54)c3=O)=NC21 (stereo unspecified),19
c1ccc(-c2cc(-c3cc(-c4ccccc4)on3)no2)cc1,64

# Following part:
SMILES,HL-60(TB)
COc1cc(/C=C/C(=O)c2ccc(-n3cc(CN4CCN(c5cc6c(cc5F)c(=O)c(C(=O)O)cn6C5CC5)CC4)nn3)cc2)cc(OC)c1OC,99
Brc1cnc2[nH]cc(-c3csc(-c4ccc5ccccc5c4)n3)c2c1,97
NC(=O)c1cc2ccccc2cc1O,92
O=C1NC(=O)C2(CCCCC2)N1,98
CC(C)N1CCC1CO (stereo unspecified),161
Cn1c2ccc(Cl)cc2c2nn(Cc3ccccc3)c(=O)nc21,103
CC/C(=N/OC(=O)NC)c1ccccc1,113
FC(F)(F)c1nnc2n1NCCCS2,99
O=C(CC1(O)C(=O)Nc2ccc(Cl)cc21)c1cc2ccccc2oc1=O (stereo unspecified),96
N/C(=N\Cl)C(Cl)(Cl)Cl,97
O=C1NC(=O)C(Cc2ccc(OCc3ccc(-c4ccc(F)cc4)cc3)cc2)S1 (stereo unspecified),94
COc1ccc2c(c1)CC(O)CC1C(=O)N(CCO)CC(=O)C21 (stereo unspecified),99
O=C(NCc1ccccc1)NS(=O)(=O)c1c[nH]c(=S)[nH]c1=O,85
CC(=O)C1CCC2C3C=C(C)C4=CC(=O)CCC4(C)C3(F)C(O)CC12C (stereo unspecified),118
COc1ccc(-c2nnc(Nc3ccc(Br)cc3)o2)cc1OC,94
CC1(C)CCCN1CCC(C(N)=O)(c1ccccc1)c1ccccc1,91
CCCCCCNc1ncnc2c1cnn2C,62
CCCCCN(CCCCC)CC(O)c1cc2c(c3ccc(Cl)cc13)CCCC2 (stereo unspecified),110
O=C1C2=C(Nc3ccccc3N2)OC1c1ccc(Cl)cc1 (stereo unspecified),102
COc1cc2c(OC)c(-c3c(C)cc4c(-c5nc6ccccn6c5NC(C)(C)C)c(OC)c(OC)cc4c3OC)c(C)cc2c(-c2nc3ccccn3c2NC(C)(C)C)c1OC,71

# Screening results (PubChem BioAssay)

# Not all compounds are listed; the hit share may differ from the screen's.
